# Bioassay records (PubChem BioAssay)
# DRD3 agonist = activates the human D3 dopamine receptor; P35462; D3R DiscoveRx beta-arrestin cells, luminescence, 90 min; max activation, %; actives 0.58% (n = 410,000); AID 652048; in the data active means max activation above about 30%; further: 0% is about no effect; mostly tested at two doses, the higher about 12 µM
# Target sequence (P35462 whole entry, looked up): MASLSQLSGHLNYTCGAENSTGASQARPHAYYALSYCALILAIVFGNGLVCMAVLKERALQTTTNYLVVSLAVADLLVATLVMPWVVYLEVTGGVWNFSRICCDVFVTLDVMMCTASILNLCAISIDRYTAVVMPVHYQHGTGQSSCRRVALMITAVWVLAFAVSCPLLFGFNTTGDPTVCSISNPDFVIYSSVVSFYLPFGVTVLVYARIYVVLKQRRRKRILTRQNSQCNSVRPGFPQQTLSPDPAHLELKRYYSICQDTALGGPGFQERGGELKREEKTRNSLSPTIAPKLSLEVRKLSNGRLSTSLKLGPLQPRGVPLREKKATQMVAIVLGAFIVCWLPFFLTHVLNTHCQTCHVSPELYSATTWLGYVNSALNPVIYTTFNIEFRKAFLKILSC
#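 Agonist mode: compounds and dopamine controls were applied to plated cells for 90 min at 37 degrees C after an overnight attachment at 1500 cells/well. Luminescent read-out followed 30 - 60 minutes at room temperature with DiscoveRx detection reagent.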
# GLP1R cytotox = cytotoxic in the GLP-1 receptor inverse agonist counter-screen; actives 0.13% (n = 410,000); Potency, µM (series often up to 38.3 µM), for inactives: at the highest dose activity change, negative = inhibition, usual class: inhibitors; HEK293 cAMP-luciferase reporter cells, luminescence, 24 h;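 further: loss of luciferase light is scored as toxicity; potency means the concentration at half of the fitted maximal effect; on the % scale 0 is the no-effect control and ±100 the full control effect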
#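 1536-well qHTS counterscreen of the MLSMR; 200 cells/uL, 12 h pre-incubation, 23 nL cpd, 24 h at 37 deg C 5% CO2, luciferase detection reagent, 12 min RT, luminescence. Inhibition = undesired.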
# KB-V1 MDR tox = kills drug-selected multidrug resistant KB-V1 cells; Potency, µM (top dose mostly 46.1 µM), for the others: top-dose activity change, negative = cytotoxicity, usual class: cytotoxic; actives 3.4% (n = 400,000); AID 1347076; KB-V1 MDR cells viability, CellTiter-Glo, 72 h; further: potency means the concentration at half of the fitted maximal effect; on the % scale 0 is the no-effect control and ±100 the full control effect; nearly all actives have a fitted effect of over 60% in size
#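 Readout: CellTiter-Glo luminescence, 10 min after addition. Cells: KB-V1 MDR subline, 72 h at 37 degrees C with compound. Analysis: corrected, normalized data fitted to concentration-effect curves.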
# MCF10A rerep = induces DNA re-replication in MCF 10a normal breast cells. MCF 10A DNA re-replication, Hoechst nuclear intensity, 48 h. Potency, µM (titrated, usually from 46.1 µM), for the others: at the highest dose activity, positive = re-replication, hits mostly activators. actives 2.9% (n = 350,000); further: potency means the concentration at half of the fitted maximal effect; % of control where 0% means no effect; nearly all actives have a fitted effect of over 50% in size
# HT1080NT lethal = kills 2HG-producing HT-1080-NT fibrosarcoma cells; AID 686970; Potency, µM (series often up to 46.1 µM), for the others: top-dose activity, negative = less viability, hits mostly cytotoxic; actives 1.6% (n = 360,000); HT-1080-NT fibrosarcoma viability, CellTiter-Glo ATP luminescence, 48 h;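 further: NT is the 2HG producing partner of a matched IDH1 knockdown line; potency means the concentration at half of the fitted maximal effect; 0% = DMSO-treated cells and -100% = media-only wells without cells; nearly all actives have a fitted effect of over 55% in size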
#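 Read-out is CellTiter-Glo luminescence after 10 minutes at room temperature, following 48 hours' compound treatment of HT-1080-NT cells (750 cells/well, RPMI, 5% FBS, 37 degrees C).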
# KB-3-1 cytotox = kills parental KB-3-1 adenocarcinoma cells; Potency, µM (top dose mostly 46.1 µM), for inactives: at the top dose activity change, negative = cytotoxic, most hits filed as cytotoxic; actives 1.4% (n = 400,000); KB-3-1 viability, CellTiter-Glo ATP luminescence, 72 h; further: potency means the concentration at half of the fitted maximal effect; on the % scale 0 is the no-effect control and ±100 the full control effect; nearly all actives have a fitted effect of over 60% in size
#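 Here the drug-naive KB-3-1 line serves as comparator for MDR sub-line selectivity; cells received compound titrations, 72 h at 37 °C, then CellTiter-Glo readout.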
# HT1080 IDH1KD tx = kills HT-1080 cells with IDH1 knockdown; HT-1080 IDH1 knockdown viability, ATP luminescence, 48 h; Potency, µM (series often up to 46.1 µM), for inactives: top-dose activity, negative = toxicity, actives largely listed as cytotoxic; actives 2% (n = 360,000); AID 686971;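 further: potency means the concentration at half of the fitted maximal effect; 0% = DMSO wells and -100% = cell-free medium wells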
#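 Cytotoxicity counter-line: IDH1KD HT-1080, 48 h, CellTiter-Glo. Curves classed by r2, magnitude and activity.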
# IL1B secr inh = inflammasome signaling inhibition, IL-1 beta readout; THP-1 LPS/ATP IL-1B secretion, AlphaLISA, 16 h; hits give low values; activity change, % at 57.5 µM; actives 4.7% (n = 360,000); in the data active means activity change below about -50%; inconclusive means mostly about -30% to -49%; further: on the % scale 0 is the no-effect control and ±100 the full control effect
#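 Secreted IL-1B measured by AlphaLISA bead assay after 16 h compound exposure of THP-1 cells; compounds (final up to 57.5 uM) added 1 h before LPS (250 ng/mL) and ATP (1.25 mM) stimulation; lower signal means less secretion.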
# SW480 rereplic = DNA re-replication induction in SW480 cells; SW480 DNA re-replication, Hoechst DNA content imaging, 48 h; Potency, µM (series often up to 46.1 µM), inactives show top-dose re-replication activation, most hits filed as activators; actives 1.8% (n = 340,000); AID 624297; further: potency means the concentration at half of the fitted maximal effect; % of control where 0% means no effect; nearly all actives have a fitted effect of over 55% in size
#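 Readout is total intensity of Hoechst-stained nuclei, excited at 405 nm and collected at 500-530 nm. Compound treatment lasted 48 hr at 37 C in 5% CO2 before staining.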
# The depositor's hits bear a star; i = inactive; ? = inconclusive; nt = no result given; [ ] = another dose, or the depositor's remark. Unless noted, the call rests on the fitted dose curve; in most records, active means well fitted curve in the direction sought with a large enough effect; inconclusive means small, poorly fitted or top-dose-only effect, or another doubt; inactive means no such curve, though single readings can be large; an effect the other way counts as inactive or inconclusive. No enrichment for hits; overall some 11% were active at least once.
SMILES,DRD3 agonist,GLP1R cytotox,KB-V1 MDR tox,MCF10A rerep,HT1080NT lethal,KB-3-1 cytotox,HT1080 IDH1KD tx,IL1B secr inh,SW480 rereplic
CC(=O)Nc1cccc(NC(=O)c2cc(Cl)ccc2Cl)c1,6,17%,13%,0%,-4%,14%,-3%,19,10%
O=C(OCc1cc(Cl)ccc1OC(F)F)c1cccnc1,-6,-1%,-29%,8%,-1%,7%,-14%,26,-10%
Cc1cc2c(ncn2C)c(NS(=O)(=O)c2cc(Cl)ccc2Cl)c1C,-2,3%,-22%,-1%,-12%,2%,-1%,-12,1%
N#Cc1c(-c2ccc(Cl)cc2)n(O)c2ccccc12,-3,?,3.7µM*,3.7µM*,10µM*,7.3µM*,15µM*,-54*,8.2µM*
CSc1sc(-c2nnc(SCC(=O)Nc3ccc(Cl)cc3)n2C)c2c1C=CCC2,-13,-11%,-14%,?,5%,4%,-2%,2,7%
COc1ccccc1N(C)S(=O)(=O)c1ccc(C)c(C(=O)NC(C)c2ccccn2)c1 (stereo not drawn),2,18%,9.2µM*,14%,-5%,-18%,-1%,13,4%
N#Cc1ccccc1OCC(=O)NC1CCCCCC1,-14,-6%,-21%,nt,-4%,-13%,-2%,-20,nt
Cc1ccc(S(=O)(=O)NC(=O)C2(C)CCN2C(=O)c2ccc(C(F)(F)F)nc2C)cc1 (stereo not drawn),-4,-1%,-7%,nt,20%,2%,6%,-14,nt
Cn1cc(S(=O)(=O)c2ccccc2)n(C)c1=O,8,6%,-1%,1%,17%,14%,16%,3,-2%
COc1ccc(C2(C)NC(=O)N(CC(=O)Nc3ccc(Br)c(C)c3)C2=O)cc1OC (stereo not drawn),-6,12%,-18%,9%,-8%,-2%,-21%,-15,-3%
CC(C)(C)C(=O)NC(=S)Nc1ccccn1,0,-4%,10%,-9%,5%,4%,-14%,-3,-1%
O=C(Nc1ccc(C(=O)N2CCCCC2)cc1)c1ccccc1Cl,1,17%,nt,0%,4%,nt,-2%,-8,9%
CCCCC(=O)OC1CCC2C3CCc4cc(O)ccc4C3CCC12C (stereo not drawn),5,-4%,?,?,?,-2%,?,1,?
CC(=O)Nc1ccccc1C(=O)C(=O)Nc1ccc(C)c(F)c1,3,8%,-24%,0%,4%,?,12%,19,-1%
CC(=O)N1CCN(c2ccc(NC(=O)c3cccc(F)c3)cc2)CC1,-2,7%,1%,nt,5%,1%,10%,-12,nt
Cc1cccc(C)c1N1CCN(C(=O)c2ccc3c(c2)OCO3)CC1,-4,11%,?,-8%,4%,-1%,14%,i,?
c1ccc(Nc2nnc(-c3cccc4ccccc34)o2)cc1,7,-26%,-14%,?,?,13%,?,37,12%
COC(=O)c1sccc1NC(=O)C1CCCCC1C(=O)O (stereo not drawn),1,-4%,1%,8%,-1%,0%,3%,34,-6%
COC(=O)c1ccc(NC(=O)CN2C(=O)C3C4C=CC(C4)C3C2=O)cc1 (stereo not drawn),9,1%,2%,-2%,-1%,-10%,?,-11,-1%
O=C(/C=C/c1ccccc1)Nn1cnc2ccccc2c1=O,2,6%,0%,21%,-8%,?,-9%,-3,-2%

# An excerpt of these results, with two lines to a compound:
# Each structure is followed by: DRD3 agonist	GLP1R cytotox	KB-V1 MDR tox	MCF10A rerep	HT1080NT lethal	KB-3-1 cytotox	HT1080 IDH1KD tx	IL1B secr inh	SW480 rereplic
CC(=O)Nc1cccc(NC(=O)c2cc(Cl)ccc2Cl)c1
→ 6	17%	13%	0%	-4%	14%	-3%	19	10%
N#Cc1c(-c2ccc(Cl)cc2)n(O)c2ccccc12
→ -3	?	3.7µM*	3.7µM*	10µM*	7.3µM*	15µM*	-54*	8.2µM*
CC(=O)N1CCN(c2ccc(NC(=O)c3cccc(F)c3)cc2)CC1
→ -2	7%	1%	nt	5%	1%	10%	-12	nt

# (continued)
SMILES,DRD3 agonist,GLP1R cytotox,KB-V1 MDR tox,MCF10A rerep,HT1080NT lethal,KB-3-1 cytotox,HT1080 IDH1KD tx,IL1B secr inh,SW480 rereplic
CCC(CC)C(=O)Nc1cccc(C(=O)NCCc2ccc(S(N)(=O)=O)cc2)c1,-4,9%,12%,-4%,6%,?,20%,11,-1%
CC(c1ccco1)N(C(=O)c1cccc(Br)c1)c1ccccn1 (stereo not drawn),13,0%,-20%,8%,-26%,-3%,-1%,-19,-8%
COc1ccc(/C(C)=N/Nc2ccc(F)cc2F)c(O)c1,8,6%,0%,-3%,-5%,13%,-25%,-2,-6%
Cc1nc2ccccc2nc1OCc1cccc(Cl)c1,-2,-3%,-3%,7%,-16%,1%,-20%,19,-7%
N#Cc1nccc2ccc(OCc3ccc(Br)cc3)cc12,-2,1%,12%,nt,16%,-1%,18%,30,nt
COC(=O)c1c(N)n(-c2ccc(OC)c(OC)c2)c2nc3ccccc3nc12,-1,-6%,0%,nt,nt,4%,nt,nt,nt
O=C(CSc1nc(-c2ccc(F)cc2)[nH]c1-c1ccccc1)NCC1CCCO1 (stereo not drawn),-14,-1%,11%,nt,nt,-9%,nt,nt,nt
COc1ccc(S(=O)(=O)N2CCOCC2)cc1NC(=O)CNC(=O)c1cccs1,2,4%,10%,-3%,-5%,14%,-1%,0,5%
CCOC(=O)c1[nH]c(C)c(C(=O)NCCCN2CCOCC2)c1C,-5,2%,-6%,2%,9%,1%,-4%,0,-4%
CCC(=O)NC(c1cccc([N+](=O)[O-])c1)c1c(OC(C)=O)ccc2ccccc12 (stereo not drawn),-10,-17%,-28%,-8%,-23%,?,-19%,-16,1%
CC(=O)c1nc(N2C(=O)CC(Cc3cc(C)cc(C)c3)C2=O)sc1C (stereo not drawn),-14,8%,?,7%,6%,?,-18%,3,1%
Cc1cc(NC(=O)CSc2nnc(-c3ccccc3)n2C)no1,-5,-12%,-1%,-1%,0%,12%,5%,10,-77%[inhibitor]
C=CCNc1cc(C)oc(=O)c1C(=O)CC,3,2%,-14%,0%,0%,12%,-7%,4,-16%
CC1CC(C)(C)CC2(C1)NC(=O)N(CC(=O)N1CCN(S(=O)(=O)c3cccc(Cl)c3Cl)CC1)C2=O (stereo not drawn),-7,-9%,0%,13%,-1%,?,-23%,-22,10%
CCCN(C(=O)c1ccccc1N)c1c(C)n(C)n(-c2ccccc2)c1=O,-3,6%,7%,-2%,12%,-13%,12%,26,5%
F[B-](F)(F)c1cncc2ccccc12,0,3%,0%,6%,0%,0%,-6%,-1,?
Cc1ccccc1C(=O)Nc1ccnn1C1CCN(C(=O)c2ccoc2)CC1,-6,-8%,-3%,0%,5%,21%,2%,6,0%
COc1ccc(NC(=O)c2sc(=O)n(Cc3ccc(S(=O)(=O)N(C)C)cc3)c2C)cc1,6,0%,9.2µM*,nt,-1%,-20%,-2%,6,nt
C(=N\Nc1ccc2ccccc2n1)/c1ccc2c(c1)OCCO2,-1,-8%,18µM*,23µM*,-8%,-14%,-8%,0,?
COc1ccccc1C(=O)NC1(C(F)(F)F)C(=O)Nc2c1c(=O)[nH]c(=O)n2-c1ccc(F)cc1 (stereo not drawn),-4,5%,9%,nt,nt,13%,nt,nt,nt
COc1ccc(N2CCN(CC(O)COc3cc(C)ccc3C)CC2)cc1 (stereo not drawn),-7,-15%,-12%,14%,8%,16%,-5%,-15,-11%
COc1cccc(OCCn2cc(C(=O)c3ccco3)c3ccccc32)c1,23,-5%,21µM*,18%,-25%,-8%,?,-21,-3%
O=C(NCC1CCCO1)c1ccc(CS(=O)(=O)c2c(Cl)cccc2Cl)o1 (stereo not drawn),4,5%,7%,-1%,2%,2%,-1%,-21,-1%
O=C(O)c1ccc(-n2cccc2/C=C2/NC(=O)N(c3ccccc3)C2=O)cc1,0,-10%,16%,1%,-3%,0%,-14%,-1,0%
O=[N+]([O-])c1ccc(S(=O)(=O)NCC2CCCO2)cc1 (stereo not drawn),4,-11%[1.53 µM],1%,-2%,9%,4%,10%,-15,-2%
Cc1cc(C)cc(Nc2cc(-c3ccccc3)nc(C)n2)c1,22,-11%,?,nt,nt,3%,nt,nt,nt
COc1cc(NC(=O)c2c(-c3ccc(C)cc3)nnc3ccccc23)cc(OC)c1OC,-11,-4%,10%,nt,nt,5%,nt,nt,nt
CNc1oc(-c2ccccc2)nc1C#N,-6,-10%,-22%,1%,0%,-5%,-1%,-21,-12%
CCOC(=O)N1CCN(C(=O)C[C@@H]2C[C@@]3(C(=O)OCC)CCC=C3N(CCC3=CCCCC3)C2=O)CC1,-4,6%,?,nt,19%,6%,14%,0,nt
CCOc1ccc(CN2CCN(Cc3cccn3-c3nccs3)CC2CCO)cc1 (stereo not drawn),-33,-10%,-15%,22%,-1%,-3%,-4%,?,2%
COc1ccc(C(=O)O)cc1NC(=S)NC(=O)c1ccc(-c2ccc(Cl)cc2)o1,10,0%,-35%,?,1%,0%,7%,-21,6%
CCCCNC(=O)c1cc2cc(CC)ccc2[nH]1,-10,-6%,-10%,7%,5%,-5%,-1%,0,2%
Cc1ccc(S(=O)(=O)c2cn(Cc3ccccc3)c3cc(N4CCOCC4)c(F)cc3c2=O)cc1,9,-1%,5%,nt,nt,-10%,nt,nt,nt
CN(Cc1ccccc1F)C(=O)c1ccccc1Sc1ccccc1C#N,-9,5%,7%,7%,-19%,-3%,-9%,-66*,3%
CCCC(=O)Nc1cc(C)c(O)c(-c2nc3ncccc3o2)c1,1,-3%,-2%,nt,nt,3%,nt,nt,nt
CCC(C)(C(=O)NC1CCCCC1)N(Cc1cccs1)C(=O)CC1NC(=O)NC1=O (stereo not drawn),2,40%[activator],-56%,-1%,0%,?,-2%,11,-2%
COc1cccc(NC(=O)Nc2ccc3nc(C)c(C)nc3c2)c1,7,-4%,14%,8%,8%,4%,7%,-17,-8%[1.84 µM]
COc1ccc(C(C)(C)C)cc1S(=O)(=O)NCC1CCCO1 (stereo not drawn),2,-1%,3%,-1%,?,-2%,16%,-3,1%
